MC4R ag barr: agonists of human melanocortin 4 receptor (MC4R) beta-arrestin; P32245; U2OS MC4R beta-arrestin complementation, luminescence; percent of melanotan II response, DMSO zero; activation, % at 8.9 µM; actives 0.98% (n = 360,000);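 active = activation above a per-plate cutoff, the mean activation of sample wells on that plate plus 3 SD, cut at about 8% in these data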
m5-HT2A agonist: activates the mouse 5-HT2A serotonin receptor; P35363; CHO-K1 mHTR2A beta-arrestin complementation, luminescence; percent of 30 µM serotonin response; activation, % at 7.6 µM; actives 0.66% (n = 360,000);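 active = activation above a run cutoff, the mean activation of all tested compounds plus 3 SD, cut at about 14% in these data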;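 also: 0% = plate median of compound wells and 100% = 30 µM serotonin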
Target sequence (P35363 whole entry, looked up): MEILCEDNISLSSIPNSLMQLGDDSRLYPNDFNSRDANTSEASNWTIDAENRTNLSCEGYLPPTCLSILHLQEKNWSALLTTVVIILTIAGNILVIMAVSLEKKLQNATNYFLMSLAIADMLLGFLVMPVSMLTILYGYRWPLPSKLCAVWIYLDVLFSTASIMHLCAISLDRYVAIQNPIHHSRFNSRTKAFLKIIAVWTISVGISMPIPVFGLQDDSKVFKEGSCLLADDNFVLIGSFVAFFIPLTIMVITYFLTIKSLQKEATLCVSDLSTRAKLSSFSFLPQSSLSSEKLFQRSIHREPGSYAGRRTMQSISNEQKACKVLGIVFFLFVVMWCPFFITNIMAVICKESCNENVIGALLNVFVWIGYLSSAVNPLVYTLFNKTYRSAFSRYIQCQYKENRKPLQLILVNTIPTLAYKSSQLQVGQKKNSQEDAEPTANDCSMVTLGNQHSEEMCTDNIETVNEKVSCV
TLR9-MyD88 block: TLR9-MyD88 interaction inhibition; AID 504734; Q9NR96+Q99836; CHO BLA complementation TLR9-MyD88, CCF4 FRET ratio; actives 0.21% (n = 340,000); inhibition, % at 4.98 µM;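 active = inhibition above the mean over all tested compounds plus 3 SD, cut at about 21% in these data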;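 also: 0% = DMSO only wells and 100% = clavulanate BLA inhibitor control wells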
ABCB6 inh 2: human ABCB6 transporter inhibition; Q9NP58; K562-ABCB6 porphyrin accumulation, flow cytometry, 1 h; stronger effect = lower value; fluorescence ratio to DMSO, % at 10 µM; actives 0.19% (n = 360,000); AID 602162;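 active = fluorescence ratio to DMSO below 75%, the collection mean minus 3 SD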;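 also: signal is porphyrin accumulated inside mitochondria; 100% equals median channel fluorescence of DMSO control wells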
H9c2 protect: modulators protecting cardiomyocytes from myocardial damage | actives 0.63% (n = 360,000) | protection from H2O2 cell death, % at 20 µM | H9c2 cardiomyocytes, H2O2 injury protection, ATPLite, 2 h;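 active = compounds giving at least 50% protection of heart cells from peroxide-induced death in the single-dose screen, raw or plate-pattern-corrected value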;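 also: 0% = DMSO wells with peroxide and 100% = DMSO wells without peroxide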
ABHD5 PLIN5 PPI: blocks binding of human ABHD5 to perilipin-5; Q00G26+Q8WTS1; Split G. princeps luciferase complementation, luminescence, 4 h; inhibition, % at 4 µM; actives 0.78% (n = 360,000); AID 602281;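 active = inhibition above the mean inhibition across every tested compound plus 3 SD, cut at about 22% in these data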;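 also: 0% = DMSO only wells and the 100% control is not disclosed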
NOD2 RIPK2 PPI: blocks binding of human NOD2 to RIPK2; inhibition, % at 4.98 µM; O43353; CHO BLA complementation NOD2-RIPK2, CCF4 ratio; actives 0.38% (n = 360,000); in the data active = inhibition above about 21%;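 also: 0% = vehicle only and 100% = reference blocker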
Target sequence (O43353 whole entry, looked up): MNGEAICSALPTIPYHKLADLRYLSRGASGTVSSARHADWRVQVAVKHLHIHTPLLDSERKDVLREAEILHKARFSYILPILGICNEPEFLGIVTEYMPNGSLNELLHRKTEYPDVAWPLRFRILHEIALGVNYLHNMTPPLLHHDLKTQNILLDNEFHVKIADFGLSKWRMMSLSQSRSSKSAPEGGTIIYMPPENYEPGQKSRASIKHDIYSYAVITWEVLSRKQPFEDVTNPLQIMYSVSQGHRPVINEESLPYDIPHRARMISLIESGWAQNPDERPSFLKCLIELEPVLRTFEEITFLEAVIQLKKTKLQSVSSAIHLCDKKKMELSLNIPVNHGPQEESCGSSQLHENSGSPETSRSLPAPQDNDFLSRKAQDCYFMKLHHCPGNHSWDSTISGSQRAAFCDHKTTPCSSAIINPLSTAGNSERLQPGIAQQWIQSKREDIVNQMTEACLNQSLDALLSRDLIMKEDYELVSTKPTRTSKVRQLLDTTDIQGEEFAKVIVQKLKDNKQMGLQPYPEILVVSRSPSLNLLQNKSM
SRC2 inh: inhibits human steroid receptor coactivator 2 | AID 651957 | Q15596 | inhibition, % at 9 µM | actives 0.17% (n = 370,000) | HEK293 GAL4-SRC2 luciferase reporter, luminescence;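 active = inhibition above the mean inhibition of all tested compounds plus 3 SD, set per campaign, cut at about 52% in these data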;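 also: 0% = DMSO treated cells and 100% = cells given Gossypol at 36 µM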
MC4R antag cAMP: antagonists of human melanocortin 4 receptor (MC4R). P32245. AID 540295. actives 0.48% (n = 360,000). inhibition, % at 6.5 µM. MC4R-expressing cells, MTII-stimulated cAMP, LANCE TR-FRET;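 active = inhibition above its plate's cutoff, the mean of tested wells on that plate plus 3 SD, cut at about 29% in these data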;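 also: 0% = Melanotan II alone and 100% = Melanotan II plus saturating MCL0020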
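material = U2OS cells stably expressing human melanocortin 4 receptor (MC4R) | also added = Melanotan II challenge | dosing = single nominal compound dose of 6.5 µM | detection = TR-FRET with Eu-cAMP and labeled anti-cAMP, 671 nm | replication = singlicate | timing = compound 30 min, challenge 1 h, detection 1 h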
N-glyco inh: N-linked glycosylation inhibition | reporter increase, % at 12.5 µM | D54 ERlucT glycosylation luciferase reporter, 24 h; percent of 100 nM tunicamycin response | actives 0.23% (n = 360,000);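 active = mean luciferase reporter signal, scaled so untreated is 0 and the glycosylation-blocking control 100, at or above a set limit in every replicate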;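 also: luciferase carries N-glycosylation sites so blocking glycosylation raises the light; 0% = median of neutral control wells and 100% = median of 100 nM tunicamycin wells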
Active calls of the source: *; . = no result given; & = joins results of further samples.

SMILES	MC4R ag barr	m5-HT2A agonist	TLR9-MyD88 block	ABCB6 inh 2	H9c2 protect	ABHD5 PLIN5 PPI	NOD2 RIPK2 PPI	SRC2 inh	MC4R antag cAMP	N-glyco inh
O=C1C(Cc2ccccc2)Nc2ncnc(N3CCCCC3)c2N1Cc1ccc(Br)cc1 (stereo not given)	-2.9	-1&-15	1	95&99	14&3	-1&-11	-1&-13	5&8	0	4&-1
Cc1nc(SCC(=O)N2CC(=O)Nc3ccccc32)c2c(C)c(C)sc2n1	-0.3	1	0	99	8	-5	-8	12	5	-6
C[C@@H]1CN([C@@H](C)CO)C(=O)c2cc(Br)cnc2O[C@@H]1CN(C)C(=O)CN(C)C	-0.4	-3	-9	88	5	1	2	-7	4	3
Cc1cc(OCCn2cc(/C(N)=N/O)c3ccccc32)ccc1Cl	8.8*	-7	4	97	-12	2	23*	-11	-4	5
O=C(Nc1nnc(C2=COCCO2)o1)c1ccc(Cl)cc1	-1.6	2	1	97	21	-2	3	5	19	6
CC(C)CCn1c(=O)c2ccccc2c2ccccc2c1=O	0.7	4	-3	104	-13	-1	3	9	8	0
O=c1c2ccccc2nc2c3ccccc3c(NCc3cccnc3)nn12	-3.0	10	-6	96	4	5	-4	13	-2	-1
CC(NC(=O)Cc1ccccc1F)c1ccc(F)cc1 (stereo not given)	-1.6	4	0	96	5	2	-6	0	0	-2
CCOc1ccc(Oc2ccc(S(=O)(=O)N3CCOCC3)cc2N)cc1	-3.1	-2	4	91	-11	-3	1	15	1	-1
O=C1C(c2ccc(F)cc2)N(Cc2ccc3c(c2)OCO3)C(=O)CN1C1CCCCCC1 (stereo not given)	3.3	4	6	88	12	3	-9	0	1	0
CCCc1nnc(NC(=O)CCC(=O)NC2CC2)s1	0.9	8	-6	94	10	12	-5	-20	-4	2
Cc1c(C#N)c2ncn(Cc3ccccn3)c(=O)c2n1-c1ccccc1	0.4	4	1	106	-13	-3	1	-39	2	0
CCOC(=O)CC(NCc1ccc(OC)c(OCC)c1)c1ccc(C)cc1 (stereo not given)	-2.4	-5	3	95	-1	-1	-5	-25	2	0
COC(=O)c1ccc(OC(=O)CCc2cc(OC)c(OC)c(OC)c2)cc1	-3.0	3	1	101	4	-1	0	-20	3	0
O=C(/C=C/c1ccc(F)cc1)N1CCN(c2ccccn2)CC1	0.7	3	1	102	-4	2	-8	-20	-5	2
CC(=O)NCc1nnc2c3ccccc3c(-c3ccccc3)nn12	1.4	2	6	102	4	11	-7	-16	0	3
CC(C)NC(=O)C1(C)CCN1C(=O)c1ccccc1 (stereo not given)	-2.9	7	.	97	0	1	-10	-2	1	0
COc1cc(C2C(C(=O)OCCC#N)=C(C)NC3=C2S(=O)(=O)c2ccccc23)cc(OC)c1OC (stereo not given)	-2.7	-5	-5	96	6	2	-5	-7	2	6
CC(C(=O)Nc1cc([N+](=O)[O-])ccc1Cl)N1CCN(c2ccccc2)CC1 (stereo not given)	-1.8	-4	7	133	-3	-3	6	-19	14	1
COc1cc(C(=O)Nc2nccs2)ccc1OCc1c(C)noc1C	4.1	0	-3	98	10	-5	5	11	14	2
COc1ccc(S(=O)(=O)N(C)CC(=O)N2CCCC2)cc1OC	-2.4	3	3	95	9	-4	-2	6	-1	1
CC(=O)c1cccc(NC(=O)CC2CCCC2)c1	-3.8	1	2	98	-5	4	5	5	-3	2
COc1ccccc1CCNC(=O)CN1C(=O)NC2(CCCC2)C1=O	-3.4	4	2	88	-2	2	0	7	5	4
O=C(Nc1ccon1)c1cccc(Cl)c1	-1.0	-2	4	96	2	5	-10	-5	-2	0
Cc1c(/C=N/NC(=O)c2cc(=O)[nH]c(=O)[nH]2)c2ccccn2c1C(=O)c1ccccc1	-0.4	2	3	96	2	-4	-2	1	9	0
CC(=O)c1cccc(NC(=O)CCn2c(=O)oc3ccccc32)c1	-0.8	4	2	98	5	1	-1	-11	-2	2
CCc1ccc(NC(=O)COC(=O)c2nc3nc(C)cc(C)n3n2)cc1	-1.5	2	-5	94	-5	8	-9	-12	3	3
CCOC(=O)c1c(N2CCCCC2)c2ccccc2[nH]c1=O	0.4	-6	1	100	-1	-5	-8	9	-10	0
CC(=O)c1cccc(NC(=O)NC2CC(=O)N(c3ccc4c(c3)OCCO4)C2)c1 (stereo not given)	-2.2	5	8	98	4	-4	1	-3	6	-2
Cc1noc(C)c1C(=O)N1CCCC(C(=O)c2cccc(C(F)(F)F)c2)C1 (stereo not given)	1.6	-2	7	92	-4	3	-3	-2	-1	0

3 entries out of the list, sorted by molecular weight, ascending.
SMILES	MC4R ag barr	m5-HT2A agonist	TLR9-MyD88 block	ABCB6 inh 2	H9c2 protect	ABHD5 PLIN5 PPI	NOD2 RIPK2 PPI	SRC2 inh	MC4R antag cAMP	N-glyco inh
O=C(Nc1nnc(C2=COCCO2)o1)c1ccc(Cl)cc1	-1.6	2	1	97	21	-2	3	5	19	6
O=c1c2ccccc2nc2c3ccccc3c(NCc3cccnc3)nn12	-3.0	10	-6	96	4	5	-4	13	-2	-1
CC(C(=O)Nc1cc([N+](=O)[O-])ccc1Cl)N1CCN(c2ccccc2)CC1 (stereo not given)	-1.8	-4	7	133	-3	-3	6	-19	14	1

(more compounds)
SMILES	MC4R ag barr	m5-HT2A agonist	TLR9-MyD88 block	ABCB6 inh 2	H9c2 protect	ABHD5 PLIN5 PPI	NOD2 RIPK2 PPI	SRC2 inh	MC4R antag cAMP	N-glyco inh
COc1ccc(C(C)=O)c(Oc2ccc(S(=O)(=O)N3CCOCC3)cn2)c1	-2.2	1	-11	98	4	-7	-6	-11	-3	2
CN(C(=O)c1ccc2c(c1)OCO2)C1(C)CCS(=O)(=O)C1 (stereo not given)	-1.4	-4	-3	95	-5	9	-7	18	2	0
CC(C)(C)c1ccccc1OCCCCN1CCCC1	1.1	-3	-5	105	-4	7	1	1	9	1
CC(C)(C)C(=O)Nc1nnc(Cc2ccccc2)s1	-1.7	-3	4	91	-2	9	1	6	2	4
CCNS(=O)(=O)c1ccc(CCC(=O)NCc2ccc3c(c2)OCO3)cc1	0.6	6	-3	95	-2	-3	15	-5	18	1
COC(=O)c1cc(C(=O)OCC(=O)N(C)C2CCS(=O)(=O)C2)cc([N+](=O)[O-])c1 (stereo not given)	-0.7	2	-13	104	3	4	-8	9	2	1
O=C(CCOc1ccccc1)Nc1cccc([N+](=O)[O-])c1	-3.7	3	2	105	-2	-2	2	-7	1	-1
CC(OC(=O)c1cc2sccc2n1C)C(=O)NC(C)(C)C (stereo not given)	1.1	2	-1	98	3	-3	0	3	-4	2
CCN(CC)C(=O)CSc1nnc(-c2cc(-c3ccc(Cl)cc3)nc3ccccc23)o1	0.8	3	7	95	2	7	-4	-11	-7	1
O=C(CCNC(=O)N1CC(=O)Nc2ccccc21)NCCc1ccc(Cl)cc1	2.3	2	9	97	1	7	-3	12	-2	6
CC(=O)Nc1cccc(-c2ccnc3c2CC(C(=O)Nc2ccc(F)c(Cl)c2)O3)c1 (stereo not given)	0.6	3	.	94	0	-7	11	-10	8	-1
Cc1ccc(C)c(C(=O)NC(C)CCc2ccccc2)c1 (stereo not given)	-1.5	-3	-2	101	4	-3	-9	0	5	-1
CC(C)c1ccc(N(C(=O)c2snc(C(N)=O)c2N)C(C(=O)NCC2CCCO2)c2ccc(N(C)C)cc2)cc1 (stereo not given)	1.5	-4	-4	86	18	-4	-10	-6	6	-2
CCOC(=O)c1ccc(NC(=S)NC(=O)COc2ccccc2)cc1	-0.5	-5	-3	101	-8	-2	1	17	3	2
Cn1c(=O)oc2cc(S(=O)(=O)NCCN3CCN(c4ccccc4F)CC3)ccc21	-0.2	5	5	92	0	-1	-2	-23	8	1
O=C(COc1ccccc1)NNC(=O)c1cc2ccccc2o1	-1.9	4	-3	88	3	4	-8	0	-1	1
COc1ccc(Cn2c(=O)[nH]c3cc(C(=O)NCCCN4CCCC4=O)ccc3c2=O)cc1	0.3	-9	-7	97	12	-4	-6	-1	5	-3
CC1(C)CC(=O)C(C=NCCN2CCN(C(=O)NC34CC5CC(CC(C5)C3)C4)CC2)=C(O)C1	-1.2	-3	-17	99	1	-2	-7	9	8	-3
CS(=O)(=O)c1ccc(-c2nnc(NC(=O)c3ccco3)o2)cc1	-3.2	5	-4	99	-9	-10	5	-17	1	0
CCOc1ccc(C(=O)NCc2ccco2)cc1OC	-0.3	9	-9	99	2	8	-12	1	7	0
NC(=O)CSc1nc2ccccc2n1Cc1ccccc1F	-0.7	-2	3	99	-1	0	6	3	-1	0
O=C(CNCCc1ccc(F)cc1)Nc1cc(F)ccc1F	2.2	-8	17	105	1	4	-10	-18	3	-1

Gathered by group, those above containing a Cl atom.
SMILES	MC4R ag barr	m5-HT2A agonist	TLR9-MyD88 block	ABCB6 inh 2	H9c2 protect	ABHD5 PLIN5 PPI	NOD2 RIPK2 PPI	SRC2 inh	MC4R antag cAMP	N-glyco inh
Cc1cc(OCCn2cc(/C(N)=N/O)c3ccccc32)ccc1Cl	8.8*	-7	4	97	-12	2	23*	-11	-4	5
O=C(Nc1nnc(C2=COCCO2)o1)c1ccc(Cl)cc1	-1.6	2	1	97	21	-2	3	5	19	6
CC(C(=O)Nc1cc([N+](=O)[O-])ccc1Cl)N1CCN(c2ccccc2)CC1 (stereo not given)	-1.8	-4	7	133	-3	-3	6	-19	14	1
O=C(Nc1ccon1)c1cccc(Cl)c1	-1.0	-2	4	96	2	5	-10	-5	-2	0
CCN(CC)C(=O)CSc1nnc(-c2cc(-c3ccc(Cl)cc3)nc3ccccc23)o1	0.8	3	7	95	2	7	-4	-11	-7	1
O=C(CCNC(=O)N1CC(=O)Nc2ccccc21)NCCc1ccc(Cl)cc1	2.3	2	9	97	1	7	-3	12	-2	6
CC(=O)Nc1cccc(-c2ccnc3c2CC(C(=O)Nc2ccc(F)c(Cl)c2)O3)c1 (stereo not given)	0.6	3	.	94	0	-7	11	-10	8	-1

This is a subset; the hit share may differ from the screen's.
